ABHD4 inh: ABHD4 inhibitors, primary screen, biochemical, fluorescence polarization, mouse; (Lyso)-N-acylphosphatidylethanolamine lipase (Mus musculus), Q8VD66; purified mABHD4, FP-Rh probe fluorescence polarization; inhibition, % at 8.92 µM; 370,000 tested, 0.54% active; AID 720543, 2013;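 active = inhibition exceeding the mean over every tested compound plus 3 SD, cut at about 30% in these data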;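 also: 0% = plate median of compound wells and 100% = S159A mutant with DMSO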
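Test system: mouse ABHD4 enzyme, wild type. Reagent: FP-Rh fluorescent activity-based probe, added after compound pre-incubation. Timing: pre-incubation 45 min, probe exposure 60 min, at 25 °C. Technique: FP readout, ex 525 nm / em 598 nm. Benchmarks: high control S159A mutant with DMSO, low control median of compound wells.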
TCR CD3 inh: inhibitors of human TCR-CD3 interaction, primary screen, biochemical, fluorescence, TAMRA-labeled TCR probe. T-cell receptor (TCR). inhibition, % at 9.4 µM. 360,000 tested, 0.37% active. AID 651800, 2012; in the data active = inhibition above about 19%;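 also: recombinant mutant TCR 2C K166C tagged with TAMRA read by polarization; 0% = receptor in buffer alone and 100% = receptor with positive control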
PG9 binder: binders of HIV-1 gp120 antibody PG9, primary screen, biochemical, TR-FRET; AID 624416, 2012; TR-FRET gp120-PG9 antibody binding; inhibition, % at 6.7 µM; 360,000 tested, 0.43% active; in the data active = inhibition above about 8.5%
UHRF1 MBD2 ctr: UHRF1 methylated DNA binding inhibitors, primary screen, counter-screen for MBD2 inhibitor project, biochemical, TR-FRET, human UHRF1, single concentration; E3 ubiquitin-protein ligase UHRF1 (Homo sapiens), Q96T88; UHRF1 binding to methylated oligo; inhibition, % at 4.4 µM; 370,000 tested, 0.75% active; in the data active = inhibition above about 21%;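 also: UHRF1 SRA domain binding a hemimethylated CpG hairpin DNA probe; 0% = median of test compound wells and 100% = reference inhibitor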
HTRA1 inh: HTRA1 serine protease inhibitors, primary screen, biochemical, fluorescence polarization, HTS. Q92743. recombinant HTRA1, FP-rhodamine activity-based probe. inhibition, % at 5.96 µM. 340,000 tested, 0.5% active; in the data active = inhibition above about 36%;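 also: 0% = enzyme with DMSO and 100% = wells lacking enzyme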
Target sequence (Q92743 whole entry, looked up): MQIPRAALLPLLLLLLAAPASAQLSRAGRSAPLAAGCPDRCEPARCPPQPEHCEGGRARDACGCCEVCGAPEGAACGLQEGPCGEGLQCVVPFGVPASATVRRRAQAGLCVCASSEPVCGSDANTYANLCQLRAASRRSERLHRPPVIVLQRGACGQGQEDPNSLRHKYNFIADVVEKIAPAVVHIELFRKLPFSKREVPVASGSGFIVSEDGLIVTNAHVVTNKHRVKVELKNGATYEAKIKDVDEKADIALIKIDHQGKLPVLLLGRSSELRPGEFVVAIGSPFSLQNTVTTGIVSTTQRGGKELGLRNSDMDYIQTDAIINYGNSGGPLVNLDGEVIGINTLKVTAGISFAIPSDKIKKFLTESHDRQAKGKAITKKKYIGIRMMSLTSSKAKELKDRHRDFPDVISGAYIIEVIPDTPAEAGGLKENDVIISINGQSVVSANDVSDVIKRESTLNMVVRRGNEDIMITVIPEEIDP
TDP2 absorb: human TDP2 enzyme inhibitors, primary screen, biochemical, epi absorbance, recombinant enzyme; Tyrosyl-DNA phosphodiesterase 2 (Homo sapiens), O95551; T5PNP hydrolysis, p-nitrophenol absorbance 415 nm; inhibition, % at 12.8 µM; 370,000 tested, 0.34% active; AID 720702, 2013;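 active = inhibition above the mean of all tested compounds plus 3 SD, set per campaign, cut at about 25% in these data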;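 also: 0% = DMSO with enzyme and 100% = buffer with substrate but no TDP2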
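Assay system: Recombinant human TDP2 | Quantity: 120 nM TDP2 per well | Incubation: 2 h at 37 °C | Signal: Epi absorbance | Evaluation: Percent inhibition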
SIAE inh: human SIAE inhibitors, primary screen, biochemical, fluorescence polarization, FP-Rh probe, 1536-well HTS; Sialate O-acetylesterase (Homo sapiens), Q9HAT2; SIAE FP-Rh probe binding; inhibition, % at 9.66 µM; 370,000 tested, 0.69% active; AID 1053197, 2014;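 active = inhibition above a cutoff: mean of compounds within the control limits plus 3 SD of those, cut at about 17% in these data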;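 also: 0% = plate median of compound wells and 100% = probe without SIAE protein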
DDE Tn7 FP inh: inhibitors of Tn7 peptide binding to fibrin DD(E), primary screen, biochemical, fluorescence polarization, human fibrin, Tn7 probe | 370,000 tested, 0.13% active | inhibition, % at 8.3 µM | Fibrinogen beta chain (Homo sapiens), P02675 | FP displacement of FITC-Tn7 peptide from fibrin DD(E); 0% = median of compound wells per plate | AID 720508, 2013;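 active = inhibition above the mean of compounds falling within the control limits plus 3 SD of them, cut at about 14% in these data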;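 also: 0% = plate median of compound wells and 100% = 10 µM Aha-Tn7 peptide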
Target sequence (P02675 whole entry, looked up): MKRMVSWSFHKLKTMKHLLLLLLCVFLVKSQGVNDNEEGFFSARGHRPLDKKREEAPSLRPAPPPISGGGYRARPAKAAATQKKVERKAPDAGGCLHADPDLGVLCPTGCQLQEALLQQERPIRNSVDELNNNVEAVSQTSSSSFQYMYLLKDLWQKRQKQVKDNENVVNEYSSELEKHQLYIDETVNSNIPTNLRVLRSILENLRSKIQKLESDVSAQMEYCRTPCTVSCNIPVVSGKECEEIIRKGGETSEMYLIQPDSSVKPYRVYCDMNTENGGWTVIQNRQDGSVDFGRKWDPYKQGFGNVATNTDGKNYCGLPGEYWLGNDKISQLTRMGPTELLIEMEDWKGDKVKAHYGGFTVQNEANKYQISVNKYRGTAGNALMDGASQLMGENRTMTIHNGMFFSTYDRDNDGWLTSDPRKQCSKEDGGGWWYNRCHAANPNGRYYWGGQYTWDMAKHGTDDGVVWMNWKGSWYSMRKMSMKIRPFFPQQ
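Also added: labelled Tn7 tracer, 0.1 µM; Assay system: human fibrin DD(E) protein; Amount: 2 µM fibrin DD(E); Schedule: 10 min compound pre-incubation, 3 h probe incubation at room temperature; Repeats: one replicate per compound; Read-out basis: percent inhibition; Measured by: fluorescence polarization of the labelled Tn7 tracer.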
LEDGF integ inh: blockers of LEDGF/p75-dependent integrase strand transfer – biochemical, TR-FRET, high throughput, primary screen; HIV-1 integrase (with human LEDGF/p75); TR-FRET IN-LEDGF/p75 DNA integration, Eu/Cy5; inhibition, % at 3.7 µM; 370,000 tested, 0.64% active;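 active = inhibition above the screen-wide mean plus 3 SD, cut at about 13% in these data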;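 also: signal is the Cy5 over europium emission ratio at 671 and 618 nm; 0% = plate median of compound wells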
PRMT1 FP inh: PRMT1 methyltransferase inhibitors, primary screen, biochemical, fluorescence polarization. Protein arginine N-methyltransferase 1 (Homo sapiens), Q99873. recombinant PRMT1, activity-based probe fluorescence polarization. inhibition, % at 2.79 µM. 370,000 tested, 1.3% active. AID 652257, 2013;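 active = inhibition above about 21% made by adding two undisclosed values, limit read from the data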
An asterisk follows results filed as active; x = not tested or not shown. This is a random part of the collection, and some 4.2% of all compounds hit somewhere here.

no.	SMILES	ABHD4 inh	TCR CD3 inh	PG9 binder	UHRF1 MBD2 ctr	HTRA1 inh	TDP2 absorb	SIAE inh	DDE Tn7 FP inh	LEDGF integ inh	PRMT1 FP inh
1	Cc1cc2cc(CNC(=O)COc3ccccc3)ccc2n1C	32*	27*	-0.6	11	45*	13	7	3	0	0
2	COCCn1c(SCCN2CCOCC2)nc2c1c(=O)[nH]c(=O)n2C	12	5	-1.7	2	7	7	3	-3	3	38*
3	COc1cc(C(=O)N2CC(C)OC(C)C2)c([N+](=O)[O-])cc1OC (centres undefined)	-2	-8	-0.8	2	-2	-1	-2	7	-8	-3
4	COc1ccc(NC(=O)c2cccc3c(-c4ccc(O)c(OC)c4)coc23)cc1	9	-1	1.0	0	x	3	8	0	-4	2
5	CCOc1ccc(-n2ccnc(SCC(=O)Nc3ccc(OC)cc3OC)c2=O)cc1	-3	8	-1.7	-3	-4	5	-1	-7	3	27*
6	COc1cccc(-c2nc(S(=O)(=O)c3ccccc3)c(N3CCOCC3)o2)c1	-2	-3	-4.3	2	-6	-14	-8	-4	4	13
7	CSc1cccc(NC(=O)/C=C/c2ccco2)c1	-17	8	1.2	-2	-38	8	-3	4	4	9
8	Cc1ccc(C(=O)N(Cc2sccc2C)C2CCS(=O)(=O)C2)cc1 (centres undefined)	3	4	-1.9	0	5	8	-6	-1	2	-8
9	Cc1cc(C)n(C(=O)c2ccc(NC(=O)C3CC3)cc2)n1	-3	-4	-0.8	-4	-2	3	4	-1	1	1
10	Cc1cc2c(cc1C)N(C(=O)CCl)CCN2C(=O)CCl	5	-2	-0.6	-2	3	-4	0	-2	1	-2
11	CNC(=O)c1nc(C)n(-c2ccc([N+](=O)[O-])cc2)n1	-2	8	-2.0	1	-2	6	-2	0	7	-6
12	N#C/C(=C\c1ccc(Oc2ccc(C(F)(F)F)cc2[N+](=O)[O-])cc1)c1nc2ccccc2[nH]1	2	-7	0.4	3	-9	-9	-20	7	-5	1
13	Cc1cc(C)cc(-n2ncc3c2CCCC3NC(=O)CCN2CCCC2=O)c1 (centres undefined)	-2	5	-2.1	3	2	-8	-1	-5	3	-1
14	CCCOC(=O)c1ccc(Oc2cn[nH]c2-c2ccc(OCC)cc2O)cc1	-9	-6	-1.0	-2	3	-17	-9	-1	-6	1
15	COc1cc2c(cc1OC)C(Nc1ccccc1)=NC(C)(C)C2	-12	-2	-1.1	-3	3	4	2	10	0	-3
16	COCCc1ccc(OC2(C)CCN(Cc3cccc(OC)c3OC)C2)cc1 (centres undefined)	5	1	-0.6	0	x	-17	1	1	0	0
17	CN(CC(=O)Nc1ccc(C#N)cc1)CC(=O)Nc1ccc(N2CCOCC2)cc1	2	5	-2.4	2	-3	-6	-9	3	-2	1
18	Nc1cc(=O)[nH]c(=O)n1CCc1ccccc1	9	-5	0.4	-2	3	-4	-5	1	-6	0
19	CCOC(=O)c1ccc(N2Cc3ccccc3C2)cc1O	1	-4	0.1	-1	-37	3	-13	0	-1	0
20	CCOC(=O)N1CCN(C(=O)c2ccc3c(=O)n4c(nc3c2)CCCCC4)CC1	-5	-1	0.4	3	x	7	6	-6	0	2
21	Cc1ccc(-c2cc(C(F)F)n3ncc(C(=O)Nc4c(C)nn(Cc5ccccc5Cl)c4C)c3n2)cc1	0	-7	0.5	2	-2	1	-6	-5	-1	2
22	O=C(CSc1nnc(-c2c[nH]c3ccccc23)o1)NCC1CCCO1 (centres undefined)	4	-2	-0.5	1	4	10	6	1	3	-3
23	Cc1cc(NS(=O)(=O)c2ccccc2)c(C)c(Cl)c1O	-5	-4	0.2	0	0	-7	1	0	2	14
24	COc1ccc(C2CC(c3ccc4ccccc4c3OC(C)=O)=NN2C(C)=O)cc1 (centres undefined)	-2	5	1.3	9	-10	3	-2	-2	0	0
25	CCC(C)(C)n1nnnc1C(c1cc2ccc(OC)cc2[nH]c1=O)N1CCc2ccccc21 (centres undefined)	-3	-2	-0.5	-1	-24	3	-8	0	1	5
26	Cc1noc(C)c1NC(=O)N(C)C[C@@H]1Oc2cc(Br)ccc2S(=O)(=O)N([C@@H](C)CO)C[C@H]1C	-3	2	-0.4	-2	0	-4	-5	-6	-4	-3
27	COc1ccc([C@@H]2CC=C(C(=O)O)CN2S(=O)(=O)c2ccc(Cl)cc2)cc1	6	-6	-1.6	3	11	3	-4	-3	0	-3
28	Cc1csc(NC(=O)C(C)N2C(=O)c3ccccc3S2(=O)=O)n1 (centres undefined)	1	7	-0.5	-1	13	-5	3	-2	0	0
29	COC(=O)c1ccccc1NC(=O)COc1ccccc1	-2	-5	-0.7	1	-4	-11	-3	3	-1	3
30	CCOc1ccc(-c2cncc3nccn23)cc1	6	-2	0.2	-1	x	-15	0	-5	0	6
31	Cc1ccccc1OCC(=O)NN1Cc2ccccc2C1=N	0	7	1.7	-4	1	-9	-4	0	2	0
32	CC(C)NC(=S)NCc1cccs1	0	10	0.4	0	-4	-14	5	1	3	-7
33	Cc1c(CCNC=O)cc(C)c2c3c(oc12)CCCC3	-1	-1	2.9	1	-19	2	89*	8	5	-1
34	COC(=O)C1=C(C)NC2=C(C(=O)C(C(=O)OC)C(c3ccc(OC)cc3)C2)C1c1ccccn1 (centres undefined)	-2	7	0.5	5	2	-5	6	6	-1	0
35	Cc1ccccc1NS(=O)(=O)c1cc(C(=O)Nc2ccccc2-c2ccccc2)ccc1Cl	-47	-3	0.2	6	-67	-8	-36	8	0	0
36	CC(=NNC(=S)Nc1cccc(C)c1)c1ccccn1	15	-3	0.4	-11	22	-7	17	7	-4	2
37	O=C(Nc1ccc(F)cc1)C(CCc1ccccc1)N1CCN(c2cccc(C(F)(F)F)n2)CC1 (centres undefined)	-22	1	0.1	-4	x	5	-15	-7	4	-1
38	CCc1nnc(NC(=O)CSc2ccc(-c3cccs3)nn2)s1	-4	-2	2.4	0	2	6	-6	-1	1	0
39	CCC1(COC(=O)Nc2cccc(Cl)c2)COC1	-7	2	-0.1	-2	0	8	5	1	-1	2
40	COc1ccc(C(=O)N2CCCC(C(=O)N3CCCCCC3)C2)cc1 (centres undefined)	0	0	0.9	4	5	-9	-1	2	-3	6
41	COc1ccc(-c2nc3c4ccccc4ccn3c2CN2CCCCC2)cc1OC	0	-3	0.0	-1	-17	17	11	6	3	-4
42	Oc1ccc(Cl)cc1Nc1nc(NCC2CCCO2)c2ccccc2n1 (centres undefined)	35*	6	0.7	-3	6	3	3	1	-5	-4
43	C=CCN1[C@@H](C)[C@H](c2ccccc2)Oc2cccc(NCC(C)C)c2S1(=O)=O	6	2	0.1	-1	x	-2	-4	9	-5	4
44	Cc1c(CCC(=O)N2CCC(C(=O)O)CC2)c(=O)oc2cc3oc4c(c3cc12)CCCC4	3	1	-0.2	-1	-4	-3	-2	-2	1	-1
45	Cc1nc(N)sc1C(=O)N/N=C/c1ccccc1[N+](=O)[O-]	-3	5	-2.0	-2	x	8	-5	-2	1	0
46	CCCCn1c(N)c(N(CC)C(=O)c2ccc(-c3ccc(Cl)cc3)o2)c(=O)[nH]c1=O	-2	7	-0.2	-1	2	6	-5	6	1	-4
47	CNC(=S)N/N=C/c1ccccc1Cl	3	-10	-0.7	-1	-6	-5	7	-2	1	2
48	CCOC(=O)CC1=NC(=O)CS1	4	3	-0.2	11	-3	0	-5	3	0	-3
49	CC(OC(=O)c1ccco1)C(=O)Nc1ncc(Cl)cc1Cl (centres undefined)	-8	-11	0.6	5	3	-3	-4	-4	-3	4
50	CCCCn1c(N)c(N(CCOC)C(=O)c2cc3c(s2)CCCCC3)c(=O)[nH]c1=O	3	10	2.0	-1	2	6	-1	1	3	7
51	COc1ccc(C2CC(c3ccc([N+](=O)[O-])cc3)=NN2C(=O)c2ccccc2)cc1OC (centres undefined)	5	6	-1.5	2	1	-4	10	7	-1	-2
52	O=C(NC1CCCC1)C(c1ccccc1)N(Cc1cccnc1)C(=O)Cc1cccs1 (centres undefined)	3	6	0.5	17	-3	2	-8	-5	2	-1
53	O=c1nc(C(F)(F)F)nc2ccccn12	4	-3	-0.5	-1	5	2	-5	-1	-3	2
54	CC(=O)Nc1ccc(NC(=O)C(=O)NCC(c2ccco2)N2CCc3ccccc32)cc1 (centres undefined)	3	0	0.1	-1	-2	-12	0	1	-2	3
55	Cc1c(NC(=O)COC(=O)/C=C/c2cccc(Cl)c2)c(=O)n(-c2ccccc2)n1C	7	-5	-0.2	8	3	-4	0	-6	-2	6
56	COc1ccc(-c2noc(=O)n2Cc2cc(C)ccc2C)cc1	-7	3	-1.3	-1	-31	0	0	3	7	-2
57	COc1ccc(C(C(=O)N(C)C2CCCC2)N(Cc2ccc(F)cc2)C(=O)c2csc(N3CCOCC3)n2)cc1OC (centres undefined)	1	x	x	1	x	-9	4	-5	-3	3
58	O=C(NCCCNC(=O)c1ccccn1)c1ccc(Cl)cc1	-2	1	1.1	0	-4	1	6	8	-2	-2
59	CCOc1ccc(-c2cc3cc(OC)c(OC)cc3c(C)n2)cc1	-4	9	-0.6	-2	-6	0	10	8	-2	-2
60	O=C(N/N=C1\SCC(=O)N1CCc1ccccc1)c1cccs1	-6	0	0.0	6	1	-6	0	5	-4	0
61	Cn1c(=O)c2c(ncn2CC(=O)OCC(=O)Nc2ccccc2Cl)n(C)c1=O	7	4	-0.8	0	1	5	-4	4	0	0
